High-throughput results deposited in PubChem by several laboratories.
PG9 binder: binds the HIV-1 gp120 antibody PG9. TR-FRET gp120-PG9 antibody binding. inhibition, % at 6.7 µM. actives 0.43% (n = 360,000). AID 624416; in the data active = inhibition above about 8.5%
hgDAF-12 ag: activates the H. glycines DAF-12 receptor ligand-binding domain | actives 1.8% (n = 370,000) | HEK293 GAL4-hgDAF12 UAS-luciferase reporter, agonist luminescence; normalized to butyrate control | activation, % at 6.8 µM | AID 687014;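 active = activation above a cutoff set at the mean of all screened compounds plus 3 SD, cut at about 10% in these data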;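 note: 0% = DMSO wells and 100% = sodium butyrate wells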
sPLA2-III inh: Blocks human group III sPLA2 activity; Q9NZ20; QFRET BODIPY PC-A2 liposome hydrolysis, fluorescence; inhibition, % at 12.2 µM; actives 0.56% (n = 370,000); AID 743126;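 active = inhibition above mean plus 3 SD of compounds lying within the high and low control bounds, cut at about 19% in these data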;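 note: 0% = median of test compound wells and 100% = no enzyme DMSO wells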
DAX1 inh-1: inhibitors of human orphan nuclear receptor DAX1 (NR0B1). AID 504766. actives 0.99% (n = 340,000). inhibition, % at 6.75 µM. P51843. HEK293 Gal4-DAX1 luciferase reporter, luminescence;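 active = inhibition above the mean over all tested compounds plus 3 SD, cut at about 4.2% in these data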;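 note: 0% = DAX1-transfected cells with DMSO and 100% = empty-vector control cells with DMSO; inhibition shows as a rise in luminescence from relieved DAX1 repression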
Target sequence (P51843 207-470 limits assumed): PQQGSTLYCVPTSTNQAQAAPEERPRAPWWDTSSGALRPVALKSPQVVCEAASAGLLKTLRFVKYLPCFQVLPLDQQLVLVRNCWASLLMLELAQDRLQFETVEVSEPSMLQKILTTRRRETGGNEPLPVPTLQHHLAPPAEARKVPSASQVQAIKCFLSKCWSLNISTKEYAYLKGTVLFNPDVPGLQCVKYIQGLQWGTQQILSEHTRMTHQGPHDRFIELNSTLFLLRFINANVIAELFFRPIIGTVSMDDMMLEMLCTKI
PLC-beta3 inh: inhibitors of human phospholipase C beta3; Q01970; Purified PLC-beta3, fluorogenic substrate, fluorescence; inhibition, % at 12.2 µM; actives 0.18% (n = 370,000); AID 720704; in the data active = inhibition above about 11%;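 note: 0% = median of compound wells on plate and 100% = full blocker control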
ssDAF-12 act: activates DAF-12 receptor from parasite S. stercoralis | activation, % at 6.8 µM | AID 652126 | actives 1% (n = 370,000) | HEK293 ssDAF-12/GRIP1 lit1-tk-luc reporter, luminescence; % of 3 µM dafachronic acid response;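 active = activation above the mean over all tested compounds plus 3 SD, cut at about 0.9% in these data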;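 note: 0% = DMSO-only wells and 100% = 3 µM delta7-dafachronic acid wells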
GAA850 FXN act: activators of GAA850 frataxin (FXN) promoter; HEK293 lucGAA850 FXN promoter luciferase reporter, 24 h; percent of 10 µM SAHA response; AID 540364; actives 0.56% (n = 360,000); activation, % at 6 µM;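 active = activation above the average of all compounds screened plus 3 SD, cutoff fixed separately per campaign, cut at about 7.5% in these data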;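 note: 0% = DMSO wells and 100% = 10 µM SAHA wells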
NR1D1 modulator: Rev-erb alpha (human) modulation. Rev-erbα–FITC-DNA binding, fluorescence polarization, 90 min. activity, % at 10 µM. P20393. actives 0.79% (n = 370,000);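 active = activity above about 14%, limit read from the data; passing the limit was not always enough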;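 note: 0% = DMSO wells with 35 nM protein and 100% = DMSO wells with 750 nM protein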
Target sequence (P20393 whole entry, looked up): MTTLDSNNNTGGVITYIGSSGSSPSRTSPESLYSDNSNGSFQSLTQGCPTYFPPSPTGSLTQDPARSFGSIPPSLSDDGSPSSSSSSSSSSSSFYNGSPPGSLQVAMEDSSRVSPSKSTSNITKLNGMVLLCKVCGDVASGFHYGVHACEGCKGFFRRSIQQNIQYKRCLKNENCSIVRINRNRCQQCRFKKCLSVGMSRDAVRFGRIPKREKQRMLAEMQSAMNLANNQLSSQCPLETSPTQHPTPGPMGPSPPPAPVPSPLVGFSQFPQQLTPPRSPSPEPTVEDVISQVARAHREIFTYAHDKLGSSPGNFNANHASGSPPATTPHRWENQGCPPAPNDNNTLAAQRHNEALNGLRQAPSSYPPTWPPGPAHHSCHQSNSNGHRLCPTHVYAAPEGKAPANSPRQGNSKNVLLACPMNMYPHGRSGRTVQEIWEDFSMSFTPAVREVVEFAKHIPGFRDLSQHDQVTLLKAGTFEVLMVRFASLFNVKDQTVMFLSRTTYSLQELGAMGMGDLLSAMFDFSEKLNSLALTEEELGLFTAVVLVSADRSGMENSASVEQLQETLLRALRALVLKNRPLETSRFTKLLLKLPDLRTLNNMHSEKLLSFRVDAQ
DAX1 inh-2: DAX1 (NR0B1) inhibition, primary screen; HEK293T StAR-luciferase reporter, SF-1/DAX-1 repression relief; inhibition, % at 6.8 µM; actives 1.1% (n = 370,000); AID 652010;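 active = inhibition above the mean over all tested compounds plus 3 SD, cut at about 3.6% in these data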;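 note: 0% = DAX-1 cells with DMSO and 100% = cells lacking DAX-1 with DMSO; higher inhibition means more luminescence from relief of DAX-1 repression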
SMARCA2 act: SMARCA2 function activation, primary screen; MG213 cells, MMTV-luciferase reporter, dexamethasone, overnight; activation, % at 9.1 µM; actives 1% (n = 370,000); in the data active = activation above about 7.8%;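 note: 0% = vehicle wells and 100% = reference activator wells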
hcDAF-12 act: activates DAF-12 receptor from parasite H. contortus. actives 1.4% (n = 370,000). HEK293 hcDAF-12 lit1-tk-luc reporter, luminescence; 0% DMSO, 100% Δ7-dafachronic acid. activation, % at 6.8 µM. AID 652067;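 active = activation above the mean of all tested compounds plus 3 SD, cut at about 5.5% in these data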;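 note: 100% = response to 3 µM Δ7-dafachronic acid high control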
Numbers without * were called inactive; nt = not tested or not shown.

SMILES | PG9 binder | hgDAF-12 ag | sPLA2-III inh | DAX1 inh-1 | PLC-beta3 inh | ssDAF-12 act | GAA850 FXN act | NR1D1 modulator | DAX1 inh-2 | SMARCA2 act | hcDAF-12 act
Cc1ccc(OCCn2c(CCNC(=O)C3CCCCCC3)nc3ccccc32)cc1 | nt | -1.3 | 2 | nt | 12* | -1.7 | nt | -4 | nt | nt | -0.8
CC(Sc1nnc2ccccn12)C(=O)N1CCc2ccccc2C1 (stereo not drawn) | 0.6 | 2.1 | 4 | 1.2 | -4 | -1.4 | 3.5 | 2 | 0.4 | 3 | 0.6
CCOC(=O)c1cc(-c2ccc(OC)cc2)n(CCC(=O)NC2CCN(Cc3ccccc3)CC2)c1C | 2.5 | -3.0 | -37 | 0.1 | 0 | -0.9 | -2.2 | 0 | 0.3 | 1 | -0.3
Cc1c(C)n(CC(O)CN(CCO)CCO)c2ccccc12 (stereo not drawn) | -0.6 | 0.5 | -2 | 1.1 | -1 | -1.4 | -1.6 | 3 | 0.0 | -3 | -0.7
CC(CC(=O)c1ccccc1)=NCCCN=C(C)CC(=O)c1ccccc1 | -2.2 | 3.4 | -11 | -0.1 | -14 | -1.1 | -1.7 | 2 | 1.5 | 1 | 1.6
OC(CNCCc1ccccc1)c1ccccc1 (stereo not drawn) | 0.6 | -3.5 | 12 | -0.5 | -3 | -1.9 | 3.7 | 7 | -0.7 | -2 | -1.4
COc1ccccc1NC(=O)CC(=O)c1ccccc1 | 0.3 | 0.1 | -16 | 1.9 | -3 | -0.8 | 1.7 | -2 | 0.1 | -1 | -1.5
CCN(CC)S(=O)(=O)c1ccc(Oc2ccccc2OC)cc1 | 0.8 | -3.4 | -2 | -1.5 | -1 | -1.5 | 3.2 | -3 | 0.3 | -2 | -0.7
O=C(Cc1ccc2c(c1)OCCO2)N1CCN(c2ccccc2)CC1 | -1.6 | 2.3 | -5 | 1.3 | -8 | -1.0 | -2.9 | -5 | 0.1 | 1 | -0.7
CC(C)(C)C(=O)N1CCCC1C(=O)O (stereo not drawn) | -1.8 | -1.0 | 3 | 0.2 | 4 | -0.9 | -2.0 | 1 | 0.4 | 2 | -0.9
COc1ccc(C(=O)C2CCN(C(=S)NCC3CCCO3)CC2)cc1 (stereo not drawn) | 1.6 | -2.2 | 6 | -2.1 | -1 | -1.3 | -0.5 | 1 | -0.5 | -2 | -0.8
COc1cccc(N2CCN(C(=O)Cn3c(=O)oc4ccccc43)CC2)c1 | -2.8 | 0.8 | -1 | 4.3* | -2 | -2.1 | 2.2 | -3 | 0.1 | 1 | 0.8
CC(C)C[C@@H]1COc2cc(N3CCCC3)ccc2S(=O)(=O)N1 | -0.8 | 2.0 | 21* | nt | 1 | -1.2 | nt | 0 | -1.4 | -5 | -0.9
Cc1ccc(CNC(=O)CS(=O)CC(=O)O)cc1 (stereo not drawn) | -2.1 | -0.4 | 3 | 0.9 | -1 | -0.6 | -0.1 | 2 | -0.1 | -1 | -1.1
Cc1ccc(N2N=C(c3ccc(Br)cc3)CCC2=O)cc1 | -0.1 | -0.3 | -3 | 0.8 | 3 | -1.5 | 1.3 | 3 | -0.6 | 1 | -0.8
CCOC(=O)[C@]12CCC=C1N(Cc1ccc(Cl)cc1Cl)C(=O)[C@H](CC(=O)N1CCCC1)C2 | -0.9 | -3.7 | -2 | nt | -4 | -0.7 | nt | 10 | -0.6 | -5 | -1.8
CCc1ccc(C(=O)NNC(=O)c2ccc(OCC(=O)N3CCOCC3)c(OC)c2)cc1 | 1.1 | -2.7 | 3 | 0.6 | -2 | -1.8 | -0.9 | -8 | 1.8 | -1 | -1.4
CC1(C)CC(Nc2ccc(C(F)(F)F)cc2[N+](=O)[O-])CC(C)(C)N1 | 1.2 | 2.4 | 5 | 1.2 | 3 | -0.7 | 3.6 | 3 | 0.1 | -1 | -0.9
O=C(Cc1ccc(-n2cccc2)cc1)NCc1cccs1 | 0.2 | -3.2 | -3 | -0.9 | -2 | -1.3 | 0.6 | -7 | -0.4 | -1 | 0.0
NS(=O)(=O)c1cccc(NC(=O)COC(=O)CCC(=O)c2cccs2)c1 | -1.4 | 0.0 | -5 | -0.5 | -6 | -1.4 | 2.4 | 1 | 0.2 | 1 | -1.2
O=C1[C@@H]2[C@@H]3C[C@@H]([C@H]4ON=C(c5ccc(Cl)cc5Cl)[C@@H]34)[C@@H]2C(=O)N1C1CCCCC1 | -2.1 | 1.8 | 3 | -0.2 | 4 | -0.5 | 2.4 | 7 | 0.8 | -4 | -0.5
COc1ccc(-c2nc3cc(C)c(Br)c(C)n3c2CC2CCCCC2)cc1OC | 0.9 | -0.2 | -4 | nt | -2 | 0.7 | nt | 2 | 2.0 | -1 | 0.5
COc1ccc(CCNC(=O)CCCn2c(=O)[nH]c3cc(OC)c(OC)cc3c2=O)cc1OC | -0.7 | -0.6 | -4 | 0.6 | 1 | -1.1 | 0.8 | -3 | -0.3 | 0 | -0.3
Cc1ccc(C(=O)NNC(=O)c2ccncc2)cc1S(=O)(=O)N1CCCCC1 | 0.1 | 0.7 | -9 | -1.3 | 3 | -1.1 | 0.6 | -4 | 0.2 | -2 | -1.3
Cc1ccc(S(=O)(=O)N(CC(=O)N2CCC(C)CC2)c2cccc(C)c2)cc1 | 0.8 | -1.0 | -4 | 2.0 | -3 | -1.7 | -1.9 | 2 | -0.7 | -4 | -1.2
COc1ccc(Cc2noc(-c3ccccc3)n2)cc1OC | -0.3 | -0.7 | -3 | 0.1 | 0 | -1.4 | 3.3 | 7 | -1.7 | -3 | -1.0
Cc1csc(SCC(=O)NC(=O)C2CCCCC2)n1 | -1.4 | 4.3 | 1 | 1.5 | -3 | -1.1 | 0.6 | 6 | 0.1 | -3 | -0.3
COC(=O)[C@]1(Cc2ccccc2)N[C@H](CN(C)S(=O)(=O)c2ccc(C(C)(C)C)cc2)[C@@H]2C(=O)N(Cc3ccccc3)C(=O)[C@@H]21 | -1.3 | -0.5 | 0 | 0.6 | -1 | -0.9 | -0.7 | -1 | 0.3 | -1 | -1.4
CCn1cc(C(=O)N2CCCC(N3CCN(c4cccc(C(F)(F)F)c4)CC3)C2)cn1 (stereo not drawn) | -0.9 | -3.0 | -1 | -0.1 | 1 | -1.5 | -1.0 | 7 | -2.8 | -1 | -1.2
O=C(O)c1ccc(Oc2c(C(F)(F)F)oc3cc(O)ccc3c2=O)cc1 | -2.3 | 2.2 | -1 | -1.1 | -72 | 0.5 | 0.4 | 6 | 0.2 | 1 | -0.7
OC(c1ccccc1)(c1ccccc1)C1CCN(CCCOc2cccc(Cl)c2)CC1 | -0.2 | 10 | -16 | nt | -2 | -0.2 | nt | 7 | -0.7 | -4 | -1.2
C#CCCCc1nc2ccccc2c(=O)n1N | 0.9 | 2.0 | 21* | 0.1 | 2 | -0.8 | 0.8 | -1 | -0.3 | -1 | -1.1
CC12CC3(C)CC(C)(C1)CC(C(=O)NCCc1ccc(S(N)(=O)=O)cc1)(C2)C3 | -0.6 | -1.5 | -5 | -0.2 | -6 | -1.0 | 1.6 | 2 | 0.3 | 0 | 0.3
O=C1CCc2cc(S(=O)(=O)N3CCC(C(=O)NCc4ccccc4Cl)CC3)ccc2N1 | 1.7 | -3.0 | 0 | 3.5 | 2 | -1.3 | -0.2 | -5 | 1.7 | 1 | -0.9
CCN(CC)c1ccc(/C=N/NC(=S)NC)c(O)c1 | -13 | 2.7 | 21* | 0.2 | -57 | -1.3 | 0.6 | -2 | -0.9 | 2 | 0.5
COC(=O)c1ccc(NC(=O)Cn2nc(C)cc2C)cc1 | -0.1 | -1.9 | 0 | 2.5 | -5 | -1.3 | -1.4 | 5 | -1.3 | 0 | 0.2
COc1ccc(N(Cc2cc3cccc(C)c3[nH]c2=O)S(=O)(=O)c2ccc(OC)cc2)cc1 | -0.9 | 2.3 | 4 | 0.8 | -33 | -1.2 | 2.6 | 8 | 0.2 | 4 | 0.6
CCc1ccc(S(=O)(=O)NCc2csc(-c3ccccc3)n2)s1 | -0.9 | 1.4 | -32 | 2.2 | 1 | -1.4 | -1.4 | 10 | -0.1 | -1 | -1.2
O=C(NC1CCCCCCC1)c1ccc2c(c1)N(Cc1ccc(F)cc1)C(=O)CS2=O (stereo not drawn) | 0.0 | -2.4 | -20 | 0.0 | 4 | -1.0 | -2.7 | 6 | 0.3 | -4 | -1.4
Cc1ccc(NC(=O)[C@H](Cc2ccccc2)NC(=O)CC[C@H]2O[C@@H](n3ccc(=O)[nH]c3=O)[C@H](O)[C@@H]2O)cc1C | -1.5 | 1.4 | -2 | nt | 2 | -0.9 | nt | 3 | 1.6 | 0 | 0.0

As entered above.
CC12CC3(C)CC(C)(C1)CC(C(=O)NCCc1ccc(S(N)(=O)=O)cc1)(C2)C3 | PLC-beta3 inh: -6
COc1ccc(CCNC(=O)CCCn2c(=O)[nH]c3cc(OC)c(OC)cc3c2=O)cc1OC | hcDAF-12 act: -0.3
O=C(O)c1ccc(Oc2c(C(F)(F)F)oc3cc(O)ccc3c2=O)cc1 | PG9 binder: -2.3
COc1ccc(-c2nc3cc(C)c(Br)c(C)n3c2CC2CCCCC2)cc1OC | PG9 binder: 0.9
O=C1[C@@H]2[C@@H]3C[C@@H]([C@H]4ON=C(c5ccc(Cl)cc5Cl)[C@@H]34)[C@@H]2C(=O)N1C1CCCCC1 | GAA850 FXN act: 2.4

A second format for two compounds above.
Fields – PG9 binder, hgDAF-12 ag, sPLA2-III inh, DAX1 inh-1, PLC-beta3 inh, ssDAF-12 act, GAA850 FXN act, NR1D1 modulator, DAX1 inh-2, SMARCA2 act, hcDAF-12 act
COc1ccc(CCNC(=O)CCCn2c(=O)[nH]c3cc(OC)c(OC)cc3c2=O)cc1OC
    -0.7, -0.6, -4, 0.6, 1, -1.1, 0.8, -3, -0.3, 0, -0.3
Cc1ccc(C(=O)NNC(=O)c2ccncc2)cc1S(=O)(=O)N1CCCCC1
    0.1, 0.7, -9, -1.3, 3, -1.1, 0.6, -4, 0.2, -2, -1.3

(listing goes on)
SMILES | PG9 binder | hgDAF-12 ag | sPLA2-III inh | DAX1 inh-1 | PLC-beta3 inh | ssDAF-12 act | GAA850 FXN act | NR1D1 modulator | DAX1 inh-2 | SMARCA2 act | hcDAF-12 act
COc1ccc(CCC(=O)Nc2ccc(C)c([N+](=O)[O-])c2)cc1 | -1.9 | -0.3 | -5 | -1.1 | 8 | -0.6 | 2.2 | -3 | 0.3 | -4 | -1.0
Cc1ccc(O)c(C(=O)CC(=O)c2ccccc2Cl)c1 | -0.3 | 22* | -10 | 5.3* | -18 | -0.2 | 2.7 | 7 | 5.0* | 3 | 3.3
COc1ccccc1C(=O)NCCC(=O)NN1C(=O)NC2(CCCCC2)C1=O | -0.1 | 1.5 | 6 | 0.2 | -6 | -1.2 | -1.6 | -4 | -1.2 | -1 | -0.2
CC(=O)c1n[nH]nc1NC(=O)c1ccccc1 | -2.3 | 2.8 | 0 | 0.7 | 0 | 0.0 | -0.7 | -2 | -0.2 | 0 | -0.3
Cc1onc(-c2ccccc2)c1CNS(=O)(=O)c1ccccc1 | -0.7 | 0.2 | -4 | 0.6 | -4 | -1.5 | 0.0 | -4 | 0.2 | 0 | -2.0
O=C(CSc1nc2[nH]ncc2c(=O)[nH]1)c1ccc(Cl)cc1 | -0.6 | -2.4 | -6 | nt | -3 | -0.3 | nt | 1 | -0.7 | -3 | -1.7
